Bcl-B TR3 displacers: displacers of TR3 peptide from Bcl-B, primary screen, selectivity assay for Bfl-1 inhibitor project, biochemical, fluorescence polarization; AID 748; displacement, % at 20 µM; hits with a dose series show IC50 in µM; FP displacement of FITC-TR3 peptide from Bcl-B; higher % means a stronger effect; 96,000 tested, 0.11% active;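 active = displacement above 50% at 20 µM plus a fluorescence interference ratio under 1.5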;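 note: plate controls were wells without compound for no effect and wells lacking Bcl-B protein for full effect; a part of the inactive calls stands beside numbers as strong as those of hits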
IL1B NFkB inh: blocks IL-1B driven NFkB nuclear translocation in HUVEC cells | HUVEC IL-1B NFkB p65 nuclear translocation imaging | inhibition, % at 2 µM | 94,000 tested, 0.43% active;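 active = inhibition above about 30% together with a positive call from visual inspection of the well image, limit read from the data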;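 note: nuclear over cytoplasmic p65 intensity ratio measured by imaging; 0% = IL-1B stimulated DMSO wells and 100% = unstimulated DMSO wells; values of inactives mirror those of a sister screen read the other way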
PLAP inhibition: PLAP enzyme inhibitors, biochemical, luminescence, HTS (AID 690). purified PLAP, luminescent substrate; higher % means a stronger effect. inhibition, % at 20 µM, or IC50 in µM where a hit was titrated. 96,000 tested, 0.08% active; in the data active = a potency from the dose series; inactive = the rest, 99 in 100 with inhibition below about 30%; note: strong numbers were not always called active
NFkB transloc pot: enhances IL-1B driven NFkB nuclear translocation | AID 819 | 94,000 tested, 0.3% active | activation, % at 2 µM | HUVEC IL-1B NFkB p65 nuclear translocation imaging;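 active = activation above 40%, about the mean plus 3 SD, also judged a hit on visual image review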;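 note: percent activation is computed from the nuclear over cytoplasmic p65 intensity ratio; values of inactives mirror those of a sister screen read the other way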
MRP reversal: MRP-mediated drug resistance reversal; H69AR cells + 2 uM doxorubicin, CellTiter-Glo, 72 h; differential viability (reversal), % at 10 µM; 85,000 tested, 0.04% active; AID 602;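 active = viability drop by adding the cancer drug above about 55%, with treated viability meeting a 40% cutoff, limit read from the data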;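 note: viability without doxorubicin minus viability with 2 µM doxorubicin for each compound; larger differential means the compound sensitizes cells more to doxorubicin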
MRP reversal cytotoxicity: recorded beside MRP reversal, whose call it bears; viability, %; H69AR cells, CellTiter-Glo, 72 h; measured here: cytotoxicity without doxorubicin
MRP reversal with doxorubicin: recorded beside MRP reversal, whose call it bears; viability, %; measured here: viability with 2 uM doxorubicin; active compounds read low
IL1B NFkB inh cell count 2 µM: recorded beside IL1B NFkB inh, whose call it bears; cell count; measured here: cells passing quality filter;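 raw number of nuclei counted in each imaged well without normalization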
NFkB transloc pot cell count 2 µM: second read-out of NFkB transloc pot, no call of its own (marks repeat the call); cell count; measured here: cells passing quality filter
* hit, by the source's call; . = no result given. The list is partial, so the mix of outcomes need not match the whole.

SMILES	Bcl-B TR3 displacers	IL1B NFkB inh	IL1B NFkB inh cell count 2 µM	PLAP inhibition	NFkB transloc pot	NFkB transloc pot cell count 2 µM	MRP reversal	MRP reversal cytotoxicity	MRP reversal with doxorubicin
COc1ccc(NC(=O)Cc2nn(C)c(=O)c3ccccc23)c2ncccc12	-18.4%	.	.	21.7%	.	.	3.4	84.5	81.1
N#CC1=C(S)N(c2ccccc2)C(c2cccs2)NC1=O (stereo unspecified)	-0.7%	-10.5	130	-1.1%	10.5	130	.	.	.
O=C(C1CC(c2ccc(F)cc2)=NO1)N1CCN(Cc2ccccc2)CC1 (stereo unspecified)	5.7%	-4.4	181	-9.4%	4.4	181	2.2	100.2	98.0
COC(=O)CSc1nnc(-c2sc3cc(OC)ccc3c2Cl)n1C	-1.5%	-15.7	119	-26.2%	15.7	119	13.6	78.6	65.0
COc1ccc(-c2cccc(C(=O)Nc3ccc(OC)c(OC)c3)c2)cc1	-22.1%	-0.1	112	7.2%	0.1	112	.	.	.
O=C(c1ccccc1F)N1CCN(c2cccc(C(F)(F)F)c2)CC1	-1.6%	.	.	-55.8%	.	.	6.8	89.6	82.8
COCCCNC(=O)CCS(=O)(=O)Cc1ccc(C)cc1	-2.4%	-20.9	175	-16.6%	20.9	175	.	.	.
CCC1Oc2ccc(C)cc2N(CC(=O)NCc2cc(OC)ccc2OC)C1=O (stereo unspecified)	-5.6%	.	.	32.6%	.	.	-8.2	78.6	86.8
CCc1ccc2[nH]c(=O)c(CN(Cc3ccc4c(c3)OCO4)C(=O)c3ccco3)cc2c1	-1.2%	10.3	199	3.6%	-10.3	199	2.4	79.8	77.5
CCCn1c(SCC(=O)NC23CC4CC(CC(C4)C2)C3)n[nH]c1=O	-1.9%	-3.3	157	-12.2%	3.3	157	3.8	92.7	88.9
COc1ccc(-n2c(Cc3cccn3C)nnc2SCC(=O)N2CCCC2)cc1	0.2%	.	.	-38.2%	.	.	9.1	90.6	81.6
Cc1ccc2c(c1)nc(NCCCO)n2C	-8.7%	-9.4	159	23.2%	9.4	159	-5.1	103.7	108.8
N#Cc1c(-n2cccc2)cccc1-n1cccc1	16.8%	1.5	168	0.1%	-1.5	168	.	.	.
O=C(N/N=C/c1ccc[nH]1)c1sc2ccccc2c1Cl	-3.1%	-23.3	140	-15.9%	23.3	140	.	.	.
O=C(Nc1cccc(F)c1)c1cccc(S(=O)(=O)N2CCOCC2)c1	.	-9.3	109	.	9.3	109	-6.3	48.8	55.1
Cc1noc(NS(=O)(=O)c2ccc(NC(=O)CSc3n[nH]c(-c4ccccc4)n3)cc2)c1C	-2.4%	5.2	153	-8.1%	-5.2	153	-13.8	86.1	99.9
O=C(CSCCNS(=O)(=O)c1ccccc1)Nc1ccccc1	-8.4%	-19.6	181	17.5%	19.6	181	13.6	103.4	89.8
O=C(Nc1ccc(Oc2ccccc2)cc1)C1CCCO1 (stereo unspecified)	49.8%	14.0	118	-24.1%	-14.0	118	-12.1	86.1	98.2
CC1(C)Cc2c(ccc3ccccc23)/C(=C/C(=O)N2CCCCC2)N1	1.0%	-11.5	159	-43.9%	11.5	159	7.8	78.9	71.0
O=C(NCc1ccccc1)N[C@@H](Cc1ccccc1)C(=O)O	-2.9%	-1.4	151	7.4%	1.4	151	1.7	99.7	98.0
S=C(c1ccccc1)N(c1ccccc1)c1ccccc1	0.7%	-7.1	176	15.0%	-5.8	144	.	.	.
OCCN(CCO)CC(O)Cn1c2ccccc2c2ccccc21 (stereo unspecified)	-1.4%	1.8	83	-11.3%	-1.8	83	27.9	99.5	71.6
COc1ccc(C2c3c(oc4ccccc4c3=O)C(=O)N2CC2CCCO2)cc1 (stereo unspecified)	12.8%	1.7	112	-1.5%	-1.7	112	11.7	94.0	82.3
O=S1(=O)CC(N2CCOCC2)c2ccccc21 (stereo unspecified)	-4.4%	0.5	98	-9.9%	-0.5	98	-31.0	63.1	94.0

Entries of single compounds from above.
COc1ccc(C2c3c(oc4ccccc4c3=O)C(=O)N2CC2CCCO2)cc1 (stereo unspecified) is entered as Bcl-B TR3 displacers = 12.8%; IL1B NFkB inh = 1.7; IL1B NFkB inh cell count 2 µM = 112; PLAP inhibition = -1.5%; NFkB transloc pot = -1.7; NFkB transloc pot cell count 2 µM = 112; MRP reversal = 11.7; MRP reversal cytotoxicity = 94.0; MRP reversal with doxorubicin = 82.3
O=C(NCc1ccccc1)N[C@@H](Cc1ccccc1)C(=O)O is entered as Bcl-B TR3 displacers = -2.9%; IL1B NFkB inh = -1.4; IL1B NFkB inh cell count 2 µM = 151; PLAP inhibition = 7.4%; NFkB transloc pot = 1.4; NFkB transloc pot cell count 2 µM = 151; MRP reversal = 1.7; MRP reversal cytotoxicity = 99.7; MRP reversal with doxorubicin = 98.0

Next part
SMILES	Bcl-B TR3 displacers	IL1B NFkB inh	IL1B NFkB inh cell count 2 µM	PLAP inhibition	NFkB transloc pot	NFkB transloc pot cell count 2 µM	MRP reversal	MRP reversal cytotoxicity	MRP reversal with doxorubicin
O=[N+]([O-])c1ccc(Cl)c(C2Nc3cccc4cccc(c34)N2)c1	-9.1%	-30.8	140	2.4%	30.8	140	.	.	.
CCOC(=O)C1CCCN(CC(=O)Nc2c(C(=O)OC)[nH]c3ccccc23)C1 (stereo unspecified)	2.3%	4.0	183	-16.5%	-4.0	183	-21.4	48.5	70.0
N#Cc1cc2ccccc2nc1SCC(=O)Nc1ccccc1N1CCOCC1	0.8%	-2.2	88	4.4%	2.2	88	.	.	.
CCCCNC(=O)c1nnn(-c2ccccc2)c1N	.	-10.3	100	.	10.3	100	5.2	103.0	97.8
CCSc1nnc2c(n1)OC(c1ccc(C(=O)O)cc1)N(C(C)=O)c1ccccc1-2 (stereo unspecified)	2.1%	.	.	-50.4%	.	.	11.2	98.6	87.4
Cc1cc2nc(C3CCN(Cc4nnnn4Cc4ccccc4)CC3)[nH]c2cc1C	-1.2%	-17.6	167	-139.5%	17.6	167	.	.	.
O=C(CCN1C(=O)/C(=C\c2ccccc2Cl)SC1=S)N1CCN(c2ccccc2)CC1	-2.6%	13.9	126	-24.1%	-13.9	126	.	.	.
Cc1ccc(S(=O)(=O)N2CCOCC2)cc1C(=O)NCc1ccc2c(c1)OCO2	-1.2%	2.8	140	-31.6%	-2.8	140	1.7	91.3	89.6
CCOc1cc(C(=O)NCCN2CCOCC2)cc(OCC)c1OCC	.	3.6	95	.	-3.6	95	15.6	87.0	71.5
NNc1ncnc2c1cnn2-c1ccccc1	-2.8%	-15.3	105	-28.5%	15.2	105	-28.8	20.3	49.2
CCc1ccc2oc(=O)cc(CN3CCCCC3C)c2c1 (stereo unspecified)	7.5%	-0.5	74	-6.2%	0.5	74	4.5	90.2	85.6
N#CCSc1nnc(C2CCCCC2)n1Cc1ccccc1	-1.2%	-0.8	153	-15.6%	0.8	153	.	.	.
CCCCn1c(SCC(=O)Nc2cc(C)on2)nc2ccsc2c1=O	-1.4%	10.2	145	-9.2%	-10.2	145	1.8	78.5	76.7
CCCSc1nc(N)c(C#N)c(-c2ccc(C)cc2)c1C#N	-15.3%	-20.3	135	14.1%	20.3	135	.	.	.
CC12CC(NC(=O)N1c1cccc(C(=O)NCc3ccc4c(c3)OCO4)c1)c1cc(Cl)ccc1O2 (stereo unspecified)	2.4%	-4.2	81	-71.8%	4.2	81	-11.1	107.1	118.2
COc1cc(-c2noc(CCCC(=O)NC3CCCCC3)n2)cc(OC)c1OC	2.8%	-3.6	171	-85.3%	3.6	171	17.9	64.8	46.9
CC(=O)c1cccc(NS(=O)(=O)c2c(C)noc2C)c1	4.2%	-4.5	134	-7.9%	4.5	134	16.9	100.5	83.5
Cc1cccc(-n2ncc3c(NCc4ccccc4)ncnc32)c1	-2.9%	.	.	15.0%	.	.	-45.8	24.8	70.7
O=C(Nc1nccs1)Oc1ccccc1	-2.8%	-20.9	121	14.1%	20.9	121	5.2	95.7	90.5
COCc1cc(C)nc(SCC(=O)Nc2cccc3cccnc23)c1C#N	0.9%	-2.2	51	-6.1%	2.2	51	.	.	.
COc1ccc(Cl)cc1NC(=S)NCCc1c[nH]c2ccccc12	-6.0%	-13.3	159	32.0%	13.3	159	.	.	.
CCOC(=O)CN1C(=O)C(O)=C(C(C)=O)C1c1ccccc1 (stereo unspecified)	-6.2%	4.9	191	20.0%	-4.9	191	-1.9	99.5	101.4
CC(=O)C1=C(C)Nc2ncnn2C1c1cccc(OCc2ccccc2)c1 (stereo unspecified)	0.0%	-6.7	62	-3.4%	6.7	62	-3.4	76.8	80.2
Cn1c(COc2ccccc2)nnc1SCc1nc2ccccc2[nH]1	-4.2%	0.6	155	-67.8%	-0.6	155	10.7	106.0	95.3
Oc1c(C=Nc2cccc3cccnc23)sc2ccccc12	-172.2%	0.9	93	9.6%	-0.9	93	-5.6	17.1	22.6
COc1ccc(CCNC(=O)CC2Nc3cc(C)c(C)cc3NC2=O)cc1OC (stereo unspecified)	5.1%	-14.3	174	-18.0%	14.3	174	3.8	92.3	88.5
CC1N(O)C(c2ccc(Cl)cc2Cl)N(O)C1(C)C (stereo unspecified)	1.9%	-31.7	120	.	31.7	120	-2.1	92.6	94.6
CC1CCCN(C(=O)c2ccncc2)C1 (stereo unspecified)	-4.6%	7.0	100	15.1%	-7.0	100	2.2	104.0	101.8
Cc1cc(NC(=O)CSc2nnc(C3COc4ccccc4O3)o2)no1 (stereo unspecified)	3.9%	-13.9	135	-3.2%	13.9	135	-4.4	75.1	79.5
Nc1nc(Nc2ccc(Cl)cc2)nc2ccccc12	-3.0%	2.6	174	30.4%	-2.6	174	-9.3	21.0	30.3
CCC(=O)NC(C)C(c1cccs1)N1CCN(c2ccccc2)CC1 (stereo unspecified)	.	-8.1	105	.	8.1	105	12.1	101.8	89.7
O=c1[nH]cnc2cc(-c3ccccc3)sc12	-16.7%	-15.7	71	-10.5%	15.7	71	.	.	.
CCC1(CC)C(=O)NC(=O)NC1=NCCc1c[nH]c2ccccc12	-1.8%	-2.6	159	4.8%	2.6	159	-3.2	87.5	90.7
COc1cccc(C(=O)Nc2ncc3c(n2)CC(C)CC3=O)c1 (stereo unspecified)	-8.0%	-4.5	92	4.2%	4.5	92	18.3	97.4	79.1
c1ccc2[nH]c(CSc3nc4ccccc4s3)nc2c1	6.8%	2.0	147	-12.3%	-2.0	147	5.9	86.1	80.2
c1ccc2[nH]c(CN3CCCCCC3)nc2c1	-6.1%	6.3	103	6.4%	-6.3	103	-18.9	83.0	102.0
CCOC(=O)c1cccc(N2C(=O)C3C(C2=O)C2C=CC3C23CC3)c1 (stereo unspecified)	3.2%	-9.9	151	-23.0%	9.9	151	16.7	101.7	85.0
O=C(COc1ccccc1Cl)c1ccc2c(c1)CCCC2	-3.5%	-11.8	164	-4.0%	11.8	164	.	.	.

Looked up by structure from above (6):
SMILES	Bcl-B TR3 displacers	IL1B NFkB inh	IL1B NFkB inh cell count 2 µM	PLAP inhibition	NFkB transloc pot	NFkB transloc pot cell count 2 µM	MRP reversal	MRP reversal cytotoxicity	MRP reversal with doxorubicin
c1ccc2[nH]c(CN3CCCCCC3)nc2c1	-6.1%	6.3	103	6.4%	-6.3	103	-18.9	83.0	102.0
CC1N(O)C(c2ccc(Cl)cc2Cl)N(O)C1(C)C (stereo unspecified)	1.9%	-31.7	120	.	31.7	120	-2.1	92.6	94.6
O=c1[nH]cnc2cc(-c3ccccc3)sc12	-16.7%	-15.7	71	-10.5%	15.7	71	.	.	.
CCC(=O)NC(C)C(c1cccs1)N1CCN(c2ccccc2)CC1 (stereo unspecified)	.	-8.1	105	.	8.1	105	12.1	101.8	89.7
Nc1nc(Nc2ccc(Cl)cc2)nc2ccccc12	-3.0%	2.6	174	30.4%	-2.6	174	-9.3	21.0	30.3
COc1ccc(CCNC(=O)CC2Nc3cc(C)c(C)cc3NC2=O)cc1OC (stereo unspecified)	5.1%	-14.3	174	-18.0%	14.3	174	3.8	92.3	88.5
